OX1R FRET antag – OX1R (human) antagonism | O43613 | OX1R-expressing cells, FRET antagonist read-out | inhibition, % at 6.6 µM | 330,000 tested, 1.8% active; in the data active = inhibition mostly above about 38%, no sharp cut-off; inactive = mostly below about 40%;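 note: 0% = agonist challenge alone and 100% = reference antagonist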
Target sequence (O43613 whole entry, looked up): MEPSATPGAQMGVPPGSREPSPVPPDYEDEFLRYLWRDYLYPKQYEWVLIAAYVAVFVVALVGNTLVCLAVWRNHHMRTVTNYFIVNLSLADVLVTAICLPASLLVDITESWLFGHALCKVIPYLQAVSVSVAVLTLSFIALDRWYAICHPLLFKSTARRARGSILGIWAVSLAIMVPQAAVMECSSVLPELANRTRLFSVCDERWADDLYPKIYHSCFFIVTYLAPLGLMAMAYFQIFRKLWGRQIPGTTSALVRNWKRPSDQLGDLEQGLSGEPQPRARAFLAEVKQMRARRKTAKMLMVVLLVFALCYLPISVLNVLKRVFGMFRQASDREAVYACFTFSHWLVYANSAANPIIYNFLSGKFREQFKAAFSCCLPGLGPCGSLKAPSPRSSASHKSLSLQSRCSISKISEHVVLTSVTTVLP
STK33 kinase inh – blocks human STK33 kinase activity; 320,000 tested, 0.073% active; inhibition, % at 10 µM; Q9BYT3; purified STK33, MBP phosphorylation, ADP-Glo luminescence;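 active = inhibition at or above 25%, using the most active replicate where run in duplicate; inactive = inhibition below 25%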
Target sequence (Q9BYT3 whole entry, looked up): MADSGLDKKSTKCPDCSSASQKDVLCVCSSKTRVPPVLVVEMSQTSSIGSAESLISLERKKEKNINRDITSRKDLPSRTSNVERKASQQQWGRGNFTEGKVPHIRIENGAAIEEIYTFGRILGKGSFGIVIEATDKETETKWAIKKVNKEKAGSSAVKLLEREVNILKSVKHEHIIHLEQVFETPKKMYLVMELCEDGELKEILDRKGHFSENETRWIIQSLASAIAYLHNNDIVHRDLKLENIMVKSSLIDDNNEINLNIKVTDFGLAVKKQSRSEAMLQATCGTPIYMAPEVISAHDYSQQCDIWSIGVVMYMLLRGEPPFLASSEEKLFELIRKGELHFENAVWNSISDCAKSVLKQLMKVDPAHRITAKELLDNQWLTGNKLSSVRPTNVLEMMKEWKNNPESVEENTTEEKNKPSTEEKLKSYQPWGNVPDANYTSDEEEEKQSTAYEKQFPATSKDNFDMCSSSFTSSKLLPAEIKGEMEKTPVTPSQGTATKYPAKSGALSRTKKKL
The depositor's hits bear a star.

OX1R FRET antag	STK33 kinase inh	smiles
25	-0.7	Cc1ccc(C)c(OCCC(=O)OCC(=O)NCc2ccc(F)cc2)c1
9	-0.4	CS(=O)(=O)c1ccc(N)cc1
28	-1.3	CCN(C(=O)COC(=O)/C=C/c1nc2ccccc2s1)C1CCS(=O)(=O)C1 (stereo unspecified)
3	-0.4	Cc1ccc(S(=O)(=O)N2CCN(C)CC2)cc1C
21	0.7	O=C(c1cc2nc(-c3ccccc3)cc(-c3ccccc3)n2n1)N1CCCC1
59	0.1	NC1=NC[C@@H](Cc2ccc(O)cc2)N1CCc1cccc2ccccc12
0	-1.9	CCOC(=O)[C@@H]1[C@H]2COc3cc(OC)ccc3[C@@H]2N2C(=O)N(c3ccc(Cl)cc3)C(=O)[C@]12C
1	-1.3	N#CCCN(C(=O)CSc1ncccn1)c1ccc2c(c1)OCCO2
1	-0.5	CCCN1CCN(S(=O)(=O)c2cn(C)nc2C)CC1
0	-0.7	O=C(Cn1c(CO)nc2ccccc21)Nc1ccccc1Cl
6	-0.3	CCC1(C)Cc2ccccc2-c2nc(NCCO)n(-c3ccccc3)c(=O)c21 (stereo unspecified)
23	-0.7	CS(=O)(=O)N(CC(=O)NCc1ccccc1)c1ccc(Cl)cc1
14	1.1	CC1CCN(S(=O)(=O)c2ccc(Oc3ccc([N+](=O)[O-])cc3)cc2)CC1
-5	0.6	CC(C)(C)c1cc2nc(N)nc(N)n2n1
9	-1.2	Cc1cc(C)cc(OCC(=O)N/N=C\c2cn(C)nc2C)c1
20	-2.2	COc1ccc(NC(=O)Cc2nnc(SCC(=O)NC3CCCC3)n2C)cc1
10	-0.4	O=C1C(Cc2ccccc2)Nc2ncnc(N3CCCCC3)c2N1Cc1ccc(Cl)cc1 (stereo unspecified)
20	-0.6	COc1ccc(N2CCC(CNC(=S)Nc3cc(C)cc(C)c3)C2)cc1 (stereo unspecified)
5	-1.5	FC(F)(F)c1ccc(NCc2ccccn2)nc1
-7	0.7	CN(C)c1ccc(C(CNC(=O)c2ccco2)N2CCCC2)cc1 (stereo unspecified)
5	-0.2	CCSC(=O)CCCCCCCCCCCO
18	-0.4	O=[N+]([O-])c1ccc(F)cc1Oc1nc(-c2cccnc2)nc2ccccc12
7	0.4	O=C(CN1CCCCCC1)N1c2ccccc2C=Cc2ccccc21
11	-2.4	S=C1NCCNC(=S)NCCOCCOCCOCCN1
46*	-1.3	O=C(N/N=C/c1ccc([N+](=O)[O-])cc1)C(=O)N1CCCC1
-2	-1.7	CCCc1cc(=O)[nH]c(SCCOc2ccc(Cl)cc2)n1
25	0.5	O=C(Nc1ccc(-c2nc3ccccc3[nH]2)cc1)c1ccco1
34	1.0	O=C(Nc1cccc(-c2csc(Nc3cccc(C(F)(F)F)c3)n2)c1)c1ccccc1
1	0.1	Cc1ccc(Oc2nc3ccccc3n3c(C)nnc23)c(C)c1
0	-1.1	Cc1ccc(C(=O)N(CC(C)C)c2c(N)n(Cc3ccccc3)c(=O)[nH]c2=O)o1
-8	-1.7	CC(C)(C)NC(=O)CN(C(=O)CS(=O)CC(=O)Nc1ccc(F)cc1)c1cccc(F)c1 (stereo unspecified)
33	-1.5	COc1ccc(C(CNC(=O)c2ccc(S(=O)(=O)N3CCOCC3)cc2)N2CCCCC2)cc1 (stereo unspecified)
29	-2.1	CSc1ccccc1NC(=O)C1C2CCC(C2)C1C(=O)O (stereo unspecified)
5	-0.2	Cc1ccc(CN(C)C(=O)COC(=O)CSc2cc(C)c3ccccc3n2)cc1
17	-0.1	CN(C)c1nc(NCc2ccccc2)nc(N/N=C/c2cccc(Br)c2)n1
-1	0.2	COc1cc2c(cc1NC(=O)CN1CCN(S(=O)(=O)c3ccc(C)cc3)CC1)oc1ccccc12
6	-1.7	Cc1cc(C)nc(CCNC(=O)c2cc(COc3c(F)cccc3F)on2)n1
15	-0.4	c1ccc(N2CCCCC2)c(NC2=NCCC2)c1
16	-0.4	COC(=O)c1c(C)oc(C)c1S(=O)(=O)NCC1CC1
30	1.1	C/C(N)=C(/C#N)C(=O)COC(=O)c1cc(C)n(-c2ccc(F)cc2)c1C
7	4.3	COc1ccc([C@@H]2CC(=O)c3c(O)cc(O)cc3O2)cc1O
25	-2.9	COc1cccc(-c2csc(NC(=O)C3CC3)n2)c1
5	-0.7	CCN(CC)S(=O)(=O)c1ccc2oc(C(=O)NCc3ccc(C)cc3)c(C)c2c1
5	-0.8	O=S1(=O)CCN(C(CCO)c2cccc(C(F)(F)F)c2)CC1 (stereo unspecified)
23	-1.5	O=C1CCCN1CCC1CCN(C2CC(=O)N(Cc3ccc(N4CCCC4=O)cc3)C2=O)CC1 (stereo unspecified)
12	0.1	CCOc1ccc(OCc2ccc(C(=O)Nc3cccnc3)o2)cc1
2	2.7	Cc1cc(SCc2ccccc2Cl)nc(=O)[nH]1
12	-1.1	CC(C)Oc1ccc2c3c(c(=O)oc2c1)CCC3
3	-1.2	Cc1ccc(S(=O)(=O)N2CCN(c3nccnc3C#N)CC2)cc1
11	2.6	O=c1oc2ccccc2c(O)c1C=NCc1ccccn1

3 compounds drawn at random from those above, as already listed:
OX1R FRET antag	STK33 kinase inh	smiles
1	0.1	Cc1ccc(Oc2nc3ccccc3n3c(C)nnc23)c(C)c1
5	-0.8	O=S1(=O)CCN(C(CCO)c2cccc(C(F)(F)F)c2)CC1 (stereo unspecified)
16	-0.4	COC(=O)c1c(C)oc(C)c1S(=O)(=O)NCC1CC1

Some of these compounds in order of heavy-atom count, low to high:
OX1R FRET antag	STK33 kinase inh	smiles
25	-2.9	COc1cccc(-c2csc(NC(=O)C3CC3)n2)c1
5	-0.8	O=S1(=O)CCN(C(CCO)c2cccc(C(F)(F)F)c2)CC1 (stereo unspecified)
-1	0.2	COc1cc2c(cc1NC(=O)CN1CCN(S(=O)(=O)c3ccc(C)cc3)CC1)oc1ccccc12

Next records follow:
OX1R FRET antag	STK33 kinase inh	smiles
9	-0.9	Cc1cc(C)cc(OCC(=O)NCc2nc(-c3ccccc3)no2)c1
9	0.0	Cc1ccc(F)cc1CNC(=O)C1CCC(=O)N(CCCN2CCCC2=O)C1 (stereo unspecified)
7	-0.8	O=C(O)CCCCCN1C(=O)CCC1=O
4	-1.9	O=C(c1ccco1)N1CCN(Cc2c(F)cccc2Cl)CC1
9	-0.4	CCOC(=O)N1CCN(C2CC(=O)N(c3ccc(C)cc3)C2=O)CC1 (stereo unspecified)
10	-0.1	C=CCNC(=O)c1onc(CSc2ccccc2C)c1C(=O)O
6	-1.0	COc1ccc([N+](=O)[O-])cc1NC(=O)CCN1CCN(c2ccccc2)CC1
1	-1.9	Cc1c(N(CC(=O)O)S(=O)(=O)c2ccccc2)c(=O)n(-c2ccccc2)n1C
-2	-1.7	COC(=O)c1ccc(/C=C2\Oc3ccccc3NC2=O)cc1
34*	-1.9	O=C(NCC(=O)N1CCN(Cc2ccccc2)CC1)c1cc(Cl)cc([N+](=O)[O-])c1
48	-0.7	CC1CN(CC(=O)Nc2ccc([N+](=O)[O-])cc2Br)CC(C)O1 (stereo unspecified)
11	-0.5	O=C(c1cccs1)N(c1ccc(Br)cc1)C1C=CS(=O)(=O)C1 (stereo unspecified)
1	0.2	CCN(CC)CCOCCOc1ccccc1F
29	-0.9	O=C(CSc1nnc2ccc(-c3cccnc3)nn12)Nc1ccc(F)cc1
27	-0.2	CCNc1nnc(CSc2nc3ccccc3s2)s1
13	-1.5	COC(=O)c1ccc(NC(=O)CSc2nnc(C(C)NC(=O)c3ccccc3Cl)n2C)cc1 (stereo unspecified)
5	-0.5	CCCOc1ccc(S(=O)(=O)NCCCN2CCOCC2)c2ccccc12
14	-0.9	O=C(CSc1cccc[n+]1[O-])c1ccccc1Br
9	-0.1	Cn1cc(S(=O)(=O)N2CCNCC2)cc1C(N)=O
12	-0.1	O=C(N[C@H]1C/C=C\C[C@H](CC(=O)N(CCO)Cc2ccccc2)C(=O)N[C@H](Cc2c[nH]c3ccccc23)COC1=O)OCC1c2ccccc2-c2ccccc21
-2	1.6	Cc1cccc2c1NC(=O)C2=Nc1ccc(Cl)cc1
5	0.1	CCCCc1cc2c(c(NC(C)=O)n1)c(=O)oc1ccccc12
-6	-1.5	O=C(COc1ccccc1)NC(=S)Nc1cccc(NC(=O)c2ccccc2Cl)c1
10	-1.0	COc1ccc(S(=O)(=O)NN=C2CCCCC2)cc1
31	0.4	CC1CCCCN1S(=O)(=O)c1ccc(S(=O)(=O)NCCc2ccncc2)cc1 (stereo unspecified)

3 compounds already listed, sorted by the number in OX1R FRET antag, low to high:
OX1R FRET antag	STK33 kinase inh	smiles
4	-1.9	O=C(c1ccco1)N1CCN(Cc2c(F)cccc2Cl)CC1
10	-0.1	C=CCNC(=O)c1onc(CSc2ccccc2C)c1C(=O)O
27	-0.2	CCNc1nnc(CSc2nc3ccccc3s2)s1

(listing goes on)
OX1R FRET antag	STK33 kinase inh	smiles
20	1.6	COc1cccc(NC(=S)N2CCn3cccc3C2c2cccnc2)c1 (stereo unspecified)
16	-0.5	O=C(CSc1nnc(-c2n[nH]c3ccccc23)n1-c1ccccc1)Nc1cccc(Cl)c1
17	1.6	COc1cc(NC(=O)c2ccccc2Cl)ccc1NC(=O)c1ccco1
15	-1.0	COc1ccccc1NC(=S)NC(NC(=O)CC(C)C)C(Cl)(Cl)Cl (stereo unspecified)
10	-0.3	Cc1nn2c(NCCN(C)C)c3c(nc2c1-c1ccccc1)CCC3
11	-1.4	CCc1ccc(C2CC(=O)NC(SCC(=O)OC(C)C)=C2C#N)cc1 (stereo unspecified)
6	4.2	COC(=O)C1=C(C)N(Cc2ccccc2)C(=NCc2ccccc2)N[C@H]1c1cccc(C(F)(F)F)c1
16	-1.1	Cc1cc(C(=O)Cn2cnc3ccccc3c2=O)c(C)n1C1CC1
15	1.1	O=C(NC1(C(F)(F)F)NC(=O)N(Cc2ccccc2)C1=O)c1cccnc1 (stereo unspecified)
2	-1.0	Cc1ccc(CSc2nc3ccncc3n2CC(=O)Nc2cc(C)cc(C)c2)cc1
4	-1.5	CCOc1ccc(NC(=O)CN2C(=O)CCSc3ccc(S(=O)(=O)N4CCCC4)cc32)cc1
19	-1.2	COc1ccccc1CN(C)CC(=O)Nc1ccccc1-c1ccccc1
13	0.2	Cc1ccc2nc(-c3ccc(N4C(=N)SC5CS(=O)(=O)CC54)cc3)sc2c1 (stereo unspecified)
11	-1.7	O=C(OCC(=O)N1CCCC1=O)c1cccc(S(=O)(=O)N2CCOCC2)c1
20	-2.4	Cc1ccc(/C=N/NC(=O)c2sccc2OCc2ccc(F)cc2)cc1
16	0.9	Cc1cc(C)c(NC(=O)CNC(=O)CN2C(=O)NC3(CCCc4ccccc43)C2=O)c(C)c1 (stereo unspecified)
15	-1.3	COc1ccc([C@@H]2[C@@H]3C(=O)N(C(C)(C)C)C(=O)[C@@H]3[C@]3(Cc4ccc(Cl)cc4)C(=O)N(c4ccc(OC)cc4)C(=O)N23)cc1
8	-1.8	COc1ccc(Cl)cc1NC(=O)NCc1ccco1
49*	-0.1	CCC(CC)c1nnc(NC(=O)c2ccc3ccccc3n2)s1
16	-0.1	O=C(Nc1cccnc1)c1sc(Nc2ccccc2)nc1-c1ccccc1
8	-2.1	COc1ccc(NC(=O)CSc2nc(-c3ccco3)nc3cc(=O)[nH]n23)cc1Cl
25	-0.7	COc1c(Cl)cc(C(=O)Nc2ccccc2C(=O)O)cc1Cl
9	6.2	CC(=O)N1CCN(Cc2nc3cc(NC(=O)c4cccs4)ccc3n2C)CC1
9	-0.3	CSc1cccc(CN2CCC(CCC(=O)NC3CC3)CC2)c1
0	0.1	COc1cccc(CNC(=O)CNC(=O)N2CC(=O)Nc3ccccc32)c1

Molecules listed so far that contain a CF3 group:
OX1R FRET antag	STK33 kinase inh	smiles
5	-1.5	FC(F)(F)c1ccc(NCc2ccccn2)nc1
34	1.0	O=C(Nc1cccc(-c2csc(Nc3cccc(C(F)(F)F)c3)n2)c1)c1ccccc1
5	-0.8	O=S1(=O)CCN(C(CCO)c2cccc(C(F)(F)F)c2)CC1 (stereo unspecified)
6	4.2	COC(=O)C1=C(C)N(Cc2ccccc2)C(=NCc2ccccc2)N[C@H]1c1cccc(C(F)(F)F)c1
15	1.1	O=C(NC1(C(F)(F)F)NC(=O)N(Cc2ccccc2)C1=O)c1cccnc1 (stereo unspecified)

(listing goes on)
OX1R FRET antag	STK33 kinase inh	smiles
9	-0.3	CC1(C)Cc2c(cnn2-c2ccccc2)C(NC(=O)CCc2ccncc2)C1 (stereo unspecified)
6	-2.2	COc1c(Br)cc(Br)cc1/C=C1/C(=O)N=C(N)N1C
-1	0.9	Cc1cc(S(=O)(=O)Nc2ccc(C(=O)N3CC(C)OC(C)C3)cc2)ccc1F (stereo unspecified)
5	-1.4	Nc1ccccc1S(=O)(=O)NCCCCc1ccccc1
6	0.6	CCOC(=O)C1=C(COC(=O)C2CC(=O)N(c3ccccc3F)C2)NC(=O)NC1C (stereo unspecified)
16	-0.3	COC(=O)c1ccc2c(=O)n(CC3CCCO3)c(SCC(=O)Nc3ccccc3Cl)nc2c1 (stereo unspecified)
21	-1.4	COc1ccc(NC(=O)c2nc(SC)ncc2Cl)cc1
20	-5.3	CC1=C(C#N)C(Nc2cccc(C)n2)(C(F)(F)F)C(=O)N1 (stereo unspecified)
14	0.3	O=C(N/N=C\c1ccc(OCC(=O)N2CCCC2)cc1)C(=O)Nc1ccccc1F
24	-0.5	O=C(NNC(=O)c1cccc(-n2cccc2)c1)c1ccc(F)cc1
13	-1.6	Cc1ccc2nc(NCc3ccco3)c(C=NCc3ccco3)c(=O)n2c1
-7	-0.2	COc1cccc(/C=N/NC(=O)c2ccc(COc3ccc(Cl)cc3Cl)o2)c1
7	-5.5	CCOC(=O)c1nn(-c2ccc(Cl)cc2)c2nnc(Cc3ccccc3)c(=O)n12
